USP1-UAF1 inh: inhibitors of human USP1/UAF1 deubiquitinase; O94782; recombinant USP1/UAF1, Ub-Rhodamine cleavage fluorescence; Potency, µM (titrated, usually from 57.1 µM), for the others: at the highest dose activity change, negative = inhibition, actives largely listed as inhibitors; 390,000 compounds, 0.23% hits; also: potency is read from the fitted curve at half-maximal effect; % is scaled to controls: 0 for no effect and ±100 for the full control effect; nearly all actives have a fitted effect of over 60% in size; inactives centre near -12
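In this screen, compounds sit with the deubiquitinase complex (1nM) for 15 min at room temperature before Ub-Rho is added at 150nM final. Fluorescence rise is then followed for 6 reads every 60 seconds.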
D2 agonist: activates the human D2 dopamine receptor; P14416; 340,000 compounds, 0.53% hits; activation, % at 2 µM; HEK293 T-REx D2 cells, calcium flux agonist mode; AID 485358;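 active = activation over 3 SD above normal in the single-dose calcium agonist read, cut at about 30% in these data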; also: 0% is about no effect
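Agonism scored from kinetic calcium signal (1 read/sec, 180 s) following compound pin transfer, after a 10 s baseline. Cells: HEK293 Trex line expressing inducible D2 receptor coupled to calcium, dye-loaded after overnight culture at 30 C.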
TrxR1 substrate: rat thioredoxin reductase 1 substrate activity | O89049 | purified TrxR1 substrate turnover, NADPH consumption readout | Potency, µM (doses to about 114 µM), for the others: top-dose activity change, negative = substrate turnover | 390,000 compounds, 0.01% hits; also: potency is read from the fitted curve at half-maximal effect; % is scaled to controls: 0 for no effect and ±100 for the full control effect; nearly all actives have a fitted effect of over 50% in size
Target sequence (O89049 whole entry, looked up): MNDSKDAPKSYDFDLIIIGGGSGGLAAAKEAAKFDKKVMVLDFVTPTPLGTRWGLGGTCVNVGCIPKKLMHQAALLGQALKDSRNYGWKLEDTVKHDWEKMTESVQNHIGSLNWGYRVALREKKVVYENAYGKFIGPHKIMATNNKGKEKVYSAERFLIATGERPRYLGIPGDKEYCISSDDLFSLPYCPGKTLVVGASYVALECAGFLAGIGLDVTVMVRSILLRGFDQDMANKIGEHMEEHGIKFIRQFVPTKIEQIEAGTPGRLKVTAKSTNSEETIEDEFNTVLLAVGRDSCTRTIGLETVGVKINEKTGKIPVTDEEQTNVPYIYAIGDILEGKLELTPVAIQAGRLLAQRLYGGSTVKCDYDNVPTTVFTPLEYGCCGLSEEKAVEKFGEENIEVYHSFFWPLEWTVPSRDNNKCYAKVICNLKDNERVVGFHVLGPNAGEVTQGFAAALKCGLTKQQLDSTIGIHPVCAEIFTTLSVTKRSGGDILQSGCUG
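Rat TrxR1, dispensed at 90 nM, was prereduced with 400 uM NADPH (final) for 5 min at ~22 deg C, then incubated with compound 15 min before 400 uM selenite. A first-read NADPH fluorescence drop versus no-compound background flagged substrates.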
TRHR PAM: allosterically enhances the human TRH receptor | P34981 | TRHR cells, fluo-8 calcium fluorescence, EC20 TRH enhancement | enhancement, % at 2 µM | 360,000 compounds, 0.66% hits; in the data active = enhancement above about 30%; also: 0% is about no effect
Target sequence (P34981 whole entry, looked up): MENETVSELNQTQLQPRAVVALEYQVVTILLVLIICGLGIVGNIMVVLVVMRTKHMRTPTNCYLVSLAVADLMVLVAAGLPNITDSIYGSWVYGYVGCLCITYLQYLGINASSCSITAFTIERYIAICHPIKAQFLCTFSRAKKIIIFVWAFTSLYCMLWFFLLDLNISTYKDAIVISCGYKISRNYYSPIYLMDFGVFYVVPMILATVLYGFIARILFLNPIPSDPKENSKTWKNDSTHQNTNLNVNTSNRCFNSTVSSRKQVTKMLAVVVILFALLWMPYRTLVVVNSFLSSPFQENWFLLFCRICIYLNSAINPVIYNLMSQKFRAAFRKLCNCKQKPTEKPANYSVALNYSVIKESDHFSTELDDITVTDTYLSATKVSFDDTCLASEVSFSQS
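TRHR-expressing cells loaded with fluo-8 calcium dye were read kinetically (ex 480/em 530) during compound addition, then stimulated with an EC20 of TRH (10 nM final). Enhancement of the Gq-mediated intracellular calcium response was scored.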
D2 antagonist: D2 dopamine receptor (human) antagonism. P14416. inhibition, % at 10 µM. HEK293 TREx D2 cells, calcium flux, dopamine EC80. 340,000 compounds, 2% hits. AID 485344; in the data active = inhibition above about 30%; also: 0% is about no effect
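In this primary screen, negative modulation is detected by tracking calcium flux after an EC80 dopamine challenge in inducible HEK293 T-REx D2 cells preexposed to test compound for 180 s.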
TrxR1 inh: inhibitors of rat thioredoxin reductase 1. recombinant rTrxR1, NADPH fluorescence consumption, selenite substrate. Potency, µM (highest dose often 114 µM), for inactives: at the top dose activity change, negative = inhibition, actives largely listed as inhibitors. 390,000 compounds, 1% hits; also: potency is read from the fitted curve at half-maximal effect; % is scaled to controls: 0 for no effect and ±100 for the full control effect; nearly all actives have a fitted effect of over 65% in size
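Rat TrxR1 (90 nM in the dispensed reagent) was pre-reduced with 400 uM NADPH for 5 min at room temperature, then incubated with compound for 15 min. After 400 uM selenite was added, NADPH fluorescence (Ex 340/Em 450 nm) was followed for 8 min.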
TRHR ag: agonists of human TRH receptor | P34981 | TRHR cells, calcium flux fluo-8, FDSS agonist mode | activation, % at 2 µM | 360,000 compounds, 0.18% hits | AID 493084; in the data active = activation above about 30%; also: 0% is about no effect
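TRHR-expressing cells, plated overnight in medium with 10% serum, were loaded with fluo-8 calcium dye at room temperature. After a 10 s baseline, library compound was pin-added and calcium release was recorded kinetically (ex 480/em 530) as agonist response.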
IDH1 R132H inh: inhibitors of human mutant IDH1 R132H | O75874 | IDH1-R132H enzyme, NADPH consumption, diaphorase/resazurin fluorescence | Potency, µM (top dose mostly 76.6 µM), for the others: top-dose activity change, negative = inhibition, most hits filed as inhibitors | 390,000 compounds, 0.093% hits | AID 602179; also: potency is read from the fitted curve at half-maximal effect; % is scaled to controls: 0 for no effect and ±100 for the full control effect; nearly all actives have a fitted effect of over 65% in size
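IDH1-R132H (0.5 ug/mL) preincubated 30 min with compound, then NADPH (0.016 mM) and alpha-KG (2 mM) added; 80 min at RT, pH 7.5. Remaining NADPH coupled via diaphorase/resazurin to fluorescence (540/590 nm); concentration-response curves normalized to no-enzyme control.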
Pin1 inh: human Pin1 inhibition | Q13526 | Pin1 FP peptide displacement, HiFluor488, 10 min | Potency, µM (highest dose often 115 µM), for the others: top-dose activity, negative = inhibition, usual class: inhibitors | 390,000 compounds, 0.009% hits; active = well fitted inhibition curve with a large enough effect in the polarisation, with a control signal flat, not every such curve was filed as active; inconclusive = small, poorly fitted or top-dose-only effect, or effect the other way, or a change in a side signal; inactive = no such curve, though single readings can be large or run the other way; the % refers to the polarisation; also: potency is read from the fitted curve at half-maximal effect; % is scaled to controls: 0 for no effect and ±100 for the full control effect
Target sequence (Q13526 whole entry, looked up): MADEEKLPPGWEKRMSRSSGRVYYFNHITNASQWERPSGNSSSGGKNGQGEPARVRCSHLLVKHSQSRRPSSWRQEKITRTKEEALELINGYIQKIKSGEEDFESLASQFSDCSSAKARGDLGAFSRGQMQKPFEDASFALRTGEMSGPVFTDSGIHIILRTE
* = called active by the depositor; ? = inconclusive; . = no result given; [ ] = another dose, or the depositor's remark. Unless noted, calls follow the shape of the dose curve; as a rule, active = well fitted inhibition curve with a large enough effect; inconclusive = small, poorly fitted or top-dose-only effect; inactive = no such curve, though single readings can be large or run the other way.

Molecule	USP1-UAF1 inh	D2 agonist	TrxR1 substrate	TRHR PAM	D2 antagonist	TrxR1 inh	TRHR ag	IDH1 R132H inh	Pin1 inh
COc1ccc(N2C(=O)CC(N3CCN(c4cccc(Cl)c4)CC3)C2=O)cc1 (centres undefined)	-2%	-0.3	-5%	-1	2	15%	-0.4	-2%	0%
OCCCNC(=S)NC1CCCC1	-16%	-0.2	4%	5	9	-3%	1.0	11%	1%
COC(C[C@@H](O)C[C@@H](O)[C@@H](C)OCc1ccccc1)OC	-14%	.	5%	.	.	26%	.	-8%	-2%
COc1ccccc1NC(=O)c1nn(C)c(C(=O)Nc2ccccc2OC)c1[N+](=O)[O-]	-6%	1.2	7%[57.1 µM]	1	-18	-2%[57.1 µM]	-0.5	3%	-6%
CC(C)CNS(=O)(=O)c1ccc(S(=O)(=O)N2CCCN(Cc3ccccc3)C2)cc1	-17%	0.0	2%	7	-29	21%	-0.2	1%	8%
CC1(C)CC(=O)C2=C(C1)Nc1ccccc1NC2c1cccc(F)c1 (centres undefined)	-27%	-1.1	-8%	11	-6	9%[57.1 µM]	-1.8	8%	9%
CC1=NN(C(=O)c2nn(C)cc2Br)C(O)(C(F)(F)F)C1 (centres undefined)	-8%	1.0	-14%	5	1	-11%	0.4	0%	-2%
CC(C)(CO)NS(=O)(=O)c1ccc2c(c1)Cc1cc(S(=O)(=O)NC(C)(C)CO)ccc1-2	-9%	-1.7	1%[57.1 µM]	5	22	-5%[57.1 µM]	0.3	0%	-2%
CCCC(=O)Nc1c2c(nn1-c1ccc(OC)cc1)CS(=O)C2 (centres undefined)	5%	-0.3	2%	-1	4	6%	-0.2	-1%	-5%
O=C(Nc1cccc(Cl)c1)ON=C1c2ccccc2-c2ccccc21	1%	0.0	-5%	-8	-10	2%	0.8	1%	-4%
Cc1cccc(C)c1Nc1sc(C(=O)c2ccccc2)c(N)c1C(=O)Nc1ccc(F)cc1	?	0.6	1%[57.1 µM]	2	.	12%[57.1 µM]	0.6	-21%	-6%
Cc1ccc(C)c(OCc2nnc(N)s2)c1	-6%	.	9%[57.1 µM]	35*	.	12%	-0.1	4%	-7%
COc1ccc(CN(C)C(=O)C2CSC3(C)CCC(=O)N23)cc1OC (centres undefined)	-7%	0.6	2%	1	-20	17%	0.7	-1%	5%
O=C(NCc1ccc2c(c1)OCO2)C1CCCN1C(=O)Nc1cccc(Cl)c1 (centres undefined)	-6%	-2.6	-6%	-8	22	1%	0.1	9%	-5%
Cc1cc(C(=O)OCC(=O)Nc2cc(C)on2)c2ccccc2n1	-3%	0.5	3%	-6	12	10%	0.0	9%	15%

Entries of single compounds, looked up by structure. Order of values: USP1-UAF1 inh | D2 agonist | TrxR1 substrate | TRHR PAM | D2 antagonist | TrxR1 inh | TRHR ag | IDH1 R132H inh | Pin1 inh
Entry for `Cc1cccc(C)c1Nc1sc(C(=O)c2ccccc2)c(N)c1C(=O)Nc1ccc(F)cc1` = ? | 0.6 | 1%[57.1 µM] | 2 | . | 12%[57.1 µM] | 0.6 | -21% | -6%
Entry for `CC1=NN(C(=O)c2nn(C)cc2Br)C(O)(C(F)(F)F)C1` (centres undefined) = -8% | 1.0 | -14% | 5 | 1 | -11% | 0.4 | 0% | -2%

Further compounds follow:
Molecule	USP1-UAF1 inh	D2 agonist	TrxR1 substrate	TRHR PAM	D2 antagonist	TrxR1 inh	TRHR ag	IDH1 R132H inh	Pin1 inh
CCN(Cc1ccccc1)C(=O)CCNS(=O)(=O)c1cc(Br)cnc1N	-8%	-0.1	-2%	7	9	3%	-0.7	11%	-5%
CN(C)c1ccc(C=NNC(=O)c2cccnc2)cc1	-16%	.	-19%	.	.	-19%	.	6%	?
Cc1ccc(CCSc2ccc(C(C)C)cc2)cn1	-13%	.	-7%[57.1 µM]	-8	.	38%	0.0	5%	-1%
Cc1ccc(S(=O)(=O)CCC(=O)OCC(=O)NCc2ccccc2)cc1	-16%	-0.6	-9%[57.1 µM]	3	0	8%	-1.1	7%	-1%
CCC1CCCCN1CCCNC(=O)c1ccc2c(c1)N(Cc1ccccc1F)C(=O)c1ccccc1S2(=O)=O (centres undefined)	-24%	2.8	5%	-12	.	29%	0.0	9%	0%
O=[N+]([O-])c1ccc(N2CCN(S(=O)(=O)c3ccc(Cl)c(Cl)c3)CC2)cc1NCCN1CCOCC1	3%	.	-4%	-3	.	11%	-0.1	-4%	6%
O=C(/C=C/c1ccc(F)cc1)OCC(=O)c1ccc[nH]1	-1%	-0.7	-15%	3	-1	-14%	-0.2	-11%	-3%
CC(=O)N1CCc2cc(S(=O)(=O)CCC(=O)Nc3cccc(F)c3)ccc21	-12%	-1.3	-6%	3	-7	0%	-0.5	7%	1%
O=C(N/N=C/c1ccc(Br)cc1)c1ccccc1-n1cccc1	-5%	-0.1	-1%	-7	0	9%	0.0	0%	3%
Cc1ccc(C(=O)Nc2ncnc3sc4c(c23)CCCCC4)cc1	-17%	-1.8	7%	2	-21	8%	-0.4	7%	-6%
CC(=O)N1CC(C(=O)Nc2ccc3c(c2)OCO3)Oc2ccccc21 (centres undefined)	-7%	.	8%[57.1 µM]	.	.	-1%[11.4 µM]	.	12%	?
CC(C)(C)c1ccccc1OCCOCCSc1ncccn1	-12%	0.6	-5%[57.1 µM]	2	12	14%[57.1 µM]	-0.6	6%	?
Cc1ccccc1-c1nc(NC(=O)CSc2ncnc3sc4c(c23)CCCC4)ns1	-23%	.	-1%	4	.	19%	0.3	13%	10%
Cc1cccc(N2CCCn3c2nc2c3c(=O)n(CCN3CCOCC3)c(=O)n2C)c1	-18%	-0.7	11%	-4	6	14%	0.1	1%	?
O=C1Nc2ccccc2C(=O)C1(Cl)Cc1ccccc1 (centres undefined)	-19%	.	19%[57.1 µM]	.	.	-4%[57.1 µM]	.	10%	2%

(more compounds)
Every second line gives: USP1-UAF1 inh, D2 agonist, TrxR1 substrate, TRHR PAM, D2 antagonist, TrxR1 inh, TRHR ag, IDH1 R132H inh, Pin1 inh
- O=C1CCCN1CCC1CCN(C(=S)Nc2ccc(F)cc2)CC1
  -1%, ., -9%, -10, ., -21%, 0.6, -1%, 7%
- NS(=O)(=O)c1ccc(CCNC(=O)c2ccc(Cl)nc2)cc1
  -10%, 1.5, 4%, 1, 1, 19%, 1.7, 3%, -3%
- CCOC(=O)NC(=O)CN1C(=O)NC(C)(c2ccccc2)C1=O (centres undefined)
  -18%, 0.2, 9%[57.1 µM], 8, -14, 3%[57.1 µM], -2.9, 0%, 1%
- Cc1cccc(NC(=S)NC(=O)c2oc3ccccc3c2C)n1
  ?, 0.1, -2%, -1, -17, 5%, -1.5, 0%, -2%
- Cc1c(NC(=O)c2nc3ccccc3nc2N2CCCCC2)cccc1[N+](=O)[O-]
  ?, 0.1, -1%, 3, ., 7%, 0.3, -4%, 4%
- CCN(CCCNC(=O)CN1C(=O)COc2ccccc21)c1ccccc1
  -24%, 0.1, 9%, -4, 26, 32%, -0.5, 9%, 3%
- COc1ccc(Oc2coc3c(CN(C)C)c(O)ccc3c2=O)cc1
  -15%, 0.3, 33%[activator][57.1 µM], -6, 15, -12%[57.1 µM], 1.2, -3%, -3%
- O=C(COC(=O)C1CCN(c2ccc(C(F)(F)F)cn2)CC1)NCc1ccc(F)cc1
  -24%, -0.1, 1%, 3, 27, 13%, -0.5, -9%, -1%
- Cc1ccc(-c2cc(C(=O)N3CC(C)CC(C)C3)c3ccccc3n2)o1 (centres undefined)
  -7%, -0.1, 180%[activator][57.1 µM], 1, -4, ?, -1.2, 4%, 27%
- COc1ccc(OCc2n[nH]c(=S)n2-c2ccc(C)cc2)cc1
  -24%, -0.3, 3%, 1, -4, -3%, -0.1, -5%, -2%
- CCOC(=O)CCc1n[nH]c(=O)[nH]c1=O
  -21%, 1.0, 17%, -1, 16, 11%[57.1 µM], -0.3, 13%, 0%
- CC[C@@]1(C(=O)OC)N[C@H](CN(C)C(=O)Nc2ccc(C(F)(F)F)cc2)[C@@H]2C(=O)N(Cc3ccccc3)C(=O)[C@@H]21
  -30%, ., -2%, ., ., -4%, ., -7%, 2%
- O=C(Cn1c2ccccc2c2nc3n(c(=O)c21)CCS3)Nc1ccccc1C(F)(F)F
  11%, 2.0, 11%[57.1 µM], 7, -1, 9%[57.1 µM], -0.3, -7%, 5%
- CN(C)S(=O)(=O)c1ccc2c(c1)Cc1cc(S(=O)(=O)N(C)C)ccc1-2
  -21%, -3.7, 3%, 3, -14, 20%, -1.2, 4%, -8%
- CCN(CC)CCCNC(=S)N1CCn2c(nc3ccccc32)C1
  -4%, -3.6, 4%[57.1 µM], -2, 5, 10%, -0.4, 18%, -7%
- COC(=O)C1CCN(S(=O)(=O)c2cn(C)c(=O)n(C)c2=O)CC1
  -13%, -1.1, 4%[57.1 µM], 9, 1, 21%[57.1 µM], 0.4, -1%, -7%
- COc1cc(C(=O)NCCc2ccc3c(c2)OCO3)cc(OC)c1OC
  -6%, ., -5%[57.1 µM], ., ., 1%[2.29 µM], ., 1%, -9%
- S=C(NCCOCCOCCNC(=S)Nc1ccccc1)Nc1ccccc1
  -19%, ., 11%[57.1 µM], 5, ., -3%[57.1 µM], -0.5, 10%, -1%
- COCCN1C(=O)C(O)=C(C(=O)c2ccco2)C1c1cccc(Oc2ccccc2)c1 (centres undefined)
  1%, ., -1%[57.1 µM], -4, ., -14%[57.1 µM], 0.6, 1%, ?

Just TrxR1 substrate, IDH1 R132H inh and D2 antagonist, for some of the entries so far:
smiles | TrxR1 substrate | IDH1 R132H inh | D2 antagonist
COC(=O)C1CCN(S(=O)(=O)c2cn(C)c(=O)n(C)c2=O)CC1 | 4%[57.1 µM] | -1% | 1
CCN(CC)CCCNC(=S)N1CCn2c(nc3ccccc32)C1 | 4%[57.1 µM] | 18% | 5

High-throughput results deposited in PubChem BioAssay by National Center for Advancing Translational Sciences (NCATS).

A portion of the library; count on the stated rates, not on these rows.
